PME-1 primary: PME-1 (human) inhibition; Q9Y570; recombinant PME-1, FP-Rh probe fluorescence polarization; inhibition, % at 5.9 µM; 320,000 compounds, 0.53% hits;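 active = inhibition above the campaign mean of all compounds plus 3 SD, cut at about 26% in these data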;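 note: competitive labeling of PME-1 active site by serine hydrolase directed probe; 0% = PME-1 with DMSO and 100% = wells lacking PME-1 enzyme; inhibitors block probe labeling so polarization falls and inhibition rises; many of its hits are not listed in these tables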
GSTO1 inh: GSTO1 inhibition, counter-screen for RBBP9 inhibitors. P78417. recombinant GSTO1, activity-based probe fluorescence polarization. inhibition, % at 5.96 µM. 300,000 compounds, 1.1% hits;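 active = inhibition above the campaign mean inhibition plus 3 SD, cut at about 35% in these data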;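 note: 0% = GSTO1-1 with DMSO and 100% = wells lacking GSTO1-1 enzyme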
GLD-1 TGE inh: GLD-1-TGE RNA interaction inhibition (C. elegans) | Q17339 | purified GLD-1 + fluorescein TGE RNA, fluorescence polarization | inhibition, % at 5.96 µM | 320,000 compounds, 0.44% hits;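 active = percent inhibition above a per-plate cutoff, the plate mean of test compounds plus 3 SD, cut at about 30% in these data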;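 note: 0% = DMSO wells with GLD-1 and probe and 100% = wells lacking GLD-1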
Fam108B inh: counter-screen for RBBP9 inhibitors: inhibitors of mouse Fam108B; recombinant Fam108B, FP-Rh probe fluorescence polarization; inhibition, % at 9.51 µM; 300,000 compounds, 0.33% hits; AID 1947;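 active = inhibition above the screen mean inhibition plus 3 SD, computed separately per campaign, cut at about 18% in these data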;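 note: inhibitors lower polarization as less probe binds the enzyme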
TPT1 inhibitor: blocks Candida albicans tRNA 2'-phosphotransferase; 300,000 compounds, 0.81% hits; inhibition, % at 5 µM; recombinant caTPT1, FP RNA substrate dephosphorylation;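 active = inhibition above the mean of all tested compounds plus 3 SD, set per screening campaign, cut at about 24% in these data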;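 note: plate controls were DMSO alone for no effect and ferristatin control at 100 nM for full effect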
PAD4 inh: blocks human protein arginine deiminase 4 | 330,000 compounds, 0.41% hits | recombinant PAD4, RCA probe fluorescence polarization | inhibition, % at 6.36 µM | Q9UM07;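 active = percent inhibition above a cutoff equal to the mean of all tested compounds plus 3 SD, cut at about 15% in these data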;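 note: 0% = PAD4 with RCA probe and DMSO and 100% = probe without PAD4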
Target sequence (Q9UM07 whole entry, looked up): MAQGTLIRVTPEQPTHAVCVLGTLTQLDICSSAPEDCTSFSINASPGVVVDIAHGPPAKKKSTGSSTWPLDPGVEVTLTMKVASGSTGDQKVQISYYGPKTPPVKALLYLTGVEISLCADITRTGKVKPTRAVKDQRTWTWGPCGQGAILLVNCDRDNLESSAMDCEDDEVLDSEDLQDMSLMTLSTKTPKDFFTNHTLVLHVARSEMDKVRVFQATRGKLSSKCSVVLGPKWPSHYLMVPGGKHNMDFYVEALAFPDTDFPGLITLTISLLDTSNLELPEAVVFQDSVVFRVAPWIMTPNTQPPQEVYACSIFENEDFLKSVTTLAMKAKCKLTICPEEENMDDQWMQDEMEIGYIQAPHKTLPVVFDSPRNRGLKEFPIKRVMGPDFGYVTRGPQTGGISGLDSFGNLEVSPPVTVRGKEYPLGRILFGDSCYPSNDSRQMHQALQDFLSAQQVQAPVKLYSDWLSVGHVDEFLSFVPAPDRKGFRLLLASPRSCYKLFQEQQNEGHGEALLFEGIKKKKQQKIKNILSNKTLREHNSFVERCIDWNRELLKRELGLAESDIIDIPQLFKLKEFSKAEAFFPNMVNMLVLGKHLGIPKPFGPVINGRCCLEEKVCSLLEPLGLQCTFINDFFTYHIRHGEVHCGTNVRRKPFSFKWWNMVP
BCLXL inh: inhibitors of human Bcl-xL; Q07817; GST-Bcl-xL / FITC-Bim BH3 peptide fluorescence polarization; inhibition, % at 10.9 µM; 320,000 compounds, 0.7% hits; AID 2129;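 active = inhibition above the mean of all tested compounds plus 3 SD, cutoff set per campaign, cut at about 30% in these data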;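 note: 0% = DMSO wells and 100% = unlabeled Bim-BH3 peptide competitor; inhibitors lower millipolarization by displacing the labeled peptide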
Target sequence (Q07817 whole entry, looked up): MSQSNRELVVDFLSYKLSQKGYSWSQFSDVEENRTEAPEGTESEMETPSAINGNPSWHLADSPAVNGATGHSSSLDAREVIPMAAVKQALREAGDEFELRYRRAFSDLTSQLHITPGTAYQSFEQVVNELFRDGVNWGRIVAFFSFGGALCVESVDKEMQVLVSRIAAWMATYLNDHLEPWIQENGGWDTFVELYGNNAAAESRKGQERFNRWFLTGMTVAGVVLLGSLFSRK
MCL1 BIM primary: inhibitors of human MCL1 binding to BIM-BH3 peptide; Q07820; GST-MCL1 / FITC-Bim-BH3 fluorescence polarization; inhibition, % at 10.9 µM; 320,000 compounds, 0.68% hits; AID 2057;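 active = inhibition above the mean inhibition of all tested compounds plus 3 SD, set per campaign, cut at about 40% in these data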;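 note: 0% = DMSO wells and 100% = unlabeled Bim-BH3 peptide control; higher means more loss of mP so more displacement of Bim peptide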
MEX-5 binding: C. elegans MEX-5 TCR-2 RNA binding activity; MEX-5/FITC-TCR2 RNA binding, fluorescence polarization; stronger effect = lower value; activity score (negative = inhibition of binding), % at 10 µM; 300,000 compounds, 0.38% hits; AID 1832;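 active = inhibition past about -25% in most replicates, and total fluorescence under double the plate's negative control median, limit read from the data; inconclusive = replicates evenly split on the limit, or fluorescence at least double controls; inactive = too little inhibition in most replicates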;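 note: 0% = DMSO and -100% = 5 µM competing unlabeled TCR2 RNA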
Active calls of the source: *; ? = inconclusive; nt = not tested or not shown.

molecule,PME-1 primary,GSTO1 inh,GLD-1 TGE inh,Fam108B inh,TPT1 inhibitor,PAD4 inh,BCLXL inh,MCL1 BIM primary,MEX-5 binding
O=C(COC(=O)c1ccccc1C(=O)c1ccccc1)c1ccco1,7,0,-9,-2,-7,-3,3,6,-2.4
COc1ccc(S(=O)(=O)NCCC(C)C)cc1C,2,5,10,-2,5,1,4,1,1.6
CC(=O)c1cccc(-n2nnnc2SCC(=O)Nc2cc(C)on2)c1,-5,10,-4,3,-1,-4,-1,2,-0.7
CCOC(=O)N1CCN(CC(=O)Nc2ccccc2C(=O)Nc2ccccc2)CC1,2,nt,9,nt,nt,-5,0,1,nt
O=C(CN(Cc1ccc(F)cc1)C(=O)C1CSC(=O)C1)NC1CCCCC1 (configuration not stated),-1,4,0,7,-1,3,3,10,-0.3
CCOC(=O)N1CCN(C(=O)Nc2ccc(Cl)cc2Cl)CC1,-2,5,6,0,-2,-4,1,2,1.5
c1ccc2oc(-c3csc(N4CCOCC4)n3)cc2c1,6,4,-3,-3,12,4,1,1,3.4
CC(=O)NC1C(=O)N=C(SC(C)C(=O)Nc2cccc(Cl)c2)NC1=O (configuration not stated),3,-16,3,-3,4,-2,-3,3,0.2
CCCCCCN(CCCCCC)C(=O)Cc1c(-c2ccc(F)cc2)[nH]c2ccccc12,-1,1,-4,10,-2,-4,0,-6,nt
CN1CCN(S(=O)(=O)c2cccc(C(=O)NC3CCCC3)c2)CC1,1,8,4,2,-1,3,4,8,1.7
CCN(CC)CCNC(=O)C(=O)Nc1ccc2c(c1)N(S(=O)(=O)c1cccs1)CCC2,4,10,8,3,-3,1,5,5,-0.1
Cn1c(SCC(=O)NC2CCCC2)nnc1-c1cccs1,0,-3,5,2,-1,-1,1,-6,-1.6
COc1ccc(S(=O)(=O)N2CCOCC2)cc1NC(=O)COC(=O)C1CCC1,-2,nt,-4,nt,nt,6,3,-7,nt
CCC(C)N=Cc1c(Nc2ccccc2)nc2c(C)cccn2c1=O (configuration not stated),-6,-5,4,-5,6,-3,-7,-11,-0.5
CC(NC(=O)C(=O)c1cn(CC(=O)N2CCOCC2)c2ccccc12)c1ccccc1 (configuration not stated),-3,0,2,1,-1,3,1,-4,0.6
Cc1cc(OCC(=O)O/N=C(\N)c2ccccc2)ccc1Cl,2,1,3,4,3,0,9,0,nt
CC1(C)Cc2cccc(C(=O)Nc3ccc(F)cc3F)c2O1,-2,2,-1,-1,-2,2,4,2,1.0
COC(=O)c1ccc(N2CCOCC2)c(NC(=O)c2cccs2)c1,0,2,1,-4,-1,3,4,2,-0.4
CCOc1cc(/C=C/C(=O)O)ccc1OCc1ccccc1,-1,2,-5,-1,-2,-2,6,7,0.5
CCOC(=O)C(C)Sc1snnc1C (configuration not stated),-3,-1,1,-2,0,0,1,7,1.8
CCCOc1cccc(C(=O)Nc2ccc(Br)cc2F)c1,5,0,-1,3,-1,-5,6,8,-1.2
O=C(Cn1ncc2c1-c1ccccc1OC2)N1CCN(c2ccccn2)CC1,0,1,2,3,-2,4,0,1,4.3
CCOc1ccc(N(CC(=O)NCc2ccc(OC)cc2)C(=O)CCC(=O)Nc2nccs2)cc1,3,-4,0,-5,0,2,4,6,0.6
CC1=NN(c2ccc(Br)cc2)C(=O)/C1=C/c1cccs1,8,45*,2,6,-5,12,7,8,-2.3
CCOC(=O)N1CCN(C(=O)c2cccc(F)c2)CC1,-7,7,2,2,1,-3,7,1,-1.8
CCOC(=O)Cc1c[nH]c(=S)[nH]c1=O,-4,-3,0,3,2,-5,1,3,-0.4
Cc1ccc(S(=O)(=O)c2cnc(-c3ccccc3)nc2N2CCCCC2)cc1,-8,0,5,-5,0,1,2,1,1.8
C=CCn1c(SCC(=O)Nc2sc3c(c2C#N)CCC3)nnc1C1COc2ccccc2O1 (configuration not stated),-1,-11,2,-2,18,-4,-5,-4,2.6
CCOc1ccccc1N(C(=O)CNC(=O)c1ccco1)C(C(=O)NC1CCCC1)c1ccncc1 (configuration not stated),6,-3,-5,-3,-1,2,-1,-2,1.7
Cc1ccc2nc(-c3ccncc3)cc(C(=O)Nc3ccncc3)c2c1,-2,0,-2,-6,-2,4,5,6,0.7

Carrying on.
molecule,PME-1 primary,GSTO1 inh,GLD-1 TGE inh,Fam108B inh,TPT1 inhibitor,PAD4 inh,BCLXL inh,MCL1 BIM primary,MEX-5 binding
Cc1onc(-c2ccccc2)c1C(=O)OCCOc1ccc([N+](=O)[O-])cc1[N+](=O)[O-],7,2,4,3,-2,-7,4,2,-0.3
CCN(CC)C(=O)CSc1nnc2cc(C)c3ccccc3n12,-1,0,-2,2,0,-5,0,-2,1.5
N#C/C(=C\c1ccc(Sc2nc3ccccc3[nH]2)o1)c1ccccc1,-39,-16,7,-16,3,-2,4,-3,2.4
Cc1cccc(C(=O)NCc2nnc3c4ccccc4c(-c4ccccc4)nn23)c1,6,-6,6,-7,-2,2,-2,11,1.7
CN1c2ccsc2/C(=N/NC(=O)c2c(F)cccc2F)CS1(=O)=O,-1,3,0,-3,-2,-1,3,7,0.5
Cc1scc(C(=O)NNC(=S)NCC(C)C)c1C,2,0,5,-3,1,3,4,6,-1.2
Cc1cc(=O)oc(C)c1C(=O)NCc1ccccc1,1,4,5,5,-1,1,0,-2,0.8
N#C/C(=C(/O)c1ccc(C(=O)c2ccccc2)cc1)c1nc2ccccc2[nH]1,0,2,-4,-9,-2,-4,2,3,-1.1
O=C(CN1C(=O)C2C3C=CC(C3)C2C1=O)OCC(=O)c1ccccc1 (configuration not stated),-3,6,0,5,-2,-4,2,4,-0.4
Nc1ncc(CN2CCCC(C(=O)Nc3ccc(-c4ccco4)cc3)C2)cn1 (configuration not stated),0,2,-2,-7,3,-7,7,1,-0.4
COc1ccccc1NC(=O)c1sc2ncn(Cc3ccc(C)cc3)c(=O)c2c1C,2,-3,-10,-8,7,-4,2,-4,0.5
NC(=O)c1c(NC(=O)CN2C(=O)NC(Cc3ccccc3)C2=O)sc2c1CCC2 (configuration not stated),0,22,-4,6,8,0,2,9,2.5
Cc1ccc(NC(=O)COC(=O)CCC(=O)c2cccs2)c(C)c1,6,0,3,0,2,-6,3,-1,-0.3
O=C(CCC(=O)c1ccc(F)cc1)Nc1cc(Cl)cc(Cl)c1,-7,-24,1,-4,-5,-4,6,8,-0.1
Cc1ccccc1OCC(=O)OCC(=O)Nc1cc(C(F)(F)F)ccc1N1CCOCC1,-2,2,9,-5,-1,-1,1,3,0.4
O=C(c1ccc(S(=O)(=O)N2CCCC2)cc1)N1CCCCCC1,7,1,8,2,4,2,4,4,-0.3
COc1ccc(OC)c(NC(=O)Nc2ccc3c(c2)CCC3)c1,23,-2,10,12,3,-4,2,-1,0.0
Cc1ccc(CSCC(=O)Nc2c(C)n(C)n(-c3ccccc3)c2=O)cc1,2,4,-2,1,-3,-6,0,-2,-0.3
O=C(Nc1cccnc1)C1CCN(S(=O)(=O)c2cccc3nonc23)CC1,6,8,8,-16,0,1,3,0,-1.6
N#C/C(=C(/O)COC(=O)CSc1ccc2ccccc2c1)c1nc2ccccc2[nH]1,-11,3,-17,-9,15,2,-9,-24,0.2
COc1cc(N(Cc2ccccc2)Cc2ccccc2)c2ncn(C(C)C)c2c1,7,nt,-1,nt,nt,-1,2,5,nt
COc1ccc(OC)c(-c2nnc(SCC(=O)N3CCCC3)o2)c1,3,6,4,5,-3,0,-8,-10,1.7
CCOC(=O)N1CCC(NC(=O)c2cc3c(-c4cccc(OC)c4)nn(C)c3s2)CC1,-4,-3,-19,1,-3,0,4,4,5.2
c1cncc(CNc2ncnc3sc4c(c23)CCC4)c1,2,5,4,-5,2,-6,1,7,0.7
COC(=O)Nc1ccc2c(c1)N(C(=O)CCN(C)C)c1ccccc1CC2,2,0,0,3,-2,-2,8,18,-0.6
COC(=O)c1ccc(CNC(=O)COC(=O)Cc2ccsc2)cc1,-2,12,-3,1,0,-3,1,-2,-0.3
O=C(NCCc1ccccc1)c1ccccc1[N+](=O)[O-],3,5,1,-2,-2,-3,3,0,2.4
CCC(CC)N1CCN(Cc2nc3ccc([N+](=O)[O-])cc3c(=O)n2-c2ccccc2F)CC1,-1,1,-3,-1,0,-4,2,6,1.6
CCC(=O)N(CC)C1=C(O)c2ccccc2C(=O)C1=O,2,38*,5,1,5,3,9,9,-5.6
COc1ccc(/C=C2\SC(=O)NC2=S)cc1OC,-1,62*,100*,10,-5,-10,102*,122*,-36*

Other records.
molecule,PME-1 primary,GSTO1 inh,GLD-1 TGE inh,Fam108B inh,TPT1 inhibitor,PAD4 inh,BCLXL inh,MCL1 BIM primary,MEX-5 binding
CNC(=S)N1CCN(c2ccc([N+](=O)[O-])cc2)CC1,-1,13,7,3,3,-1,3,2,0.9
CC(C)(C)NS(=O)(=O)c1ccc(CCC(=O)NCc2ccco2)cc1,-1,-6,-1,-3,-3,-2,3,5,0.9
COc1cc(=O)[nH]c(=O)n1C(=O)Cc1ccccc1,-7,6,-3,3,2,-6,0,-4,0.4
Cc1cc(Nc2nnnn2-c2ccccc2)n(-c2ccccc2)n1,-5,-3,-2,5,-6,2,4,17,-2.2
Cc1ccnc(NC(=O)Nc2cccc(F)c2)n1,1,5,-1,4,2,0,3,2,-0.4
CC1(C(=O)NNC(=O)C2CCCCC2)CC1(Cl)Cl (configuration not stated),4,-4,7,1,0,-1,6,4,0.0
Cc1ccc(CN2CCN(/N=C/c3cc(Br)ccc3O)CC2)cc1,-2,-4,1,2,1,-1,-5,-4,-1.6
COc1ccc2cc3cc(C(=O)NC(C)C)oc3nc2c1,2,-3,1,4,-2,-5,7,-1,1.0
Cc1ccc(C)c2[nH]c(=O)c(CCNC(=O)c3ccc(S(=O)(=O)N4CCCC4)cc3)cc12,2,-47,7,-3,1,-1,2,-1,1.1
CC1(C)CC(=O)C(C(O)c2ccccc2)C(C)(C)N1 (configuration not stated),6,6,5,-3,-4,-4,6,3,-1.1
CCOc1ccc(CNC(=O)C2CC(=O)N(C3CCCC3)C2)cc1OC (configuration not stated),2,-2,6,4,-1,-4,3,0,-1.5
CC1(C)CC2(CC(c3ccccc3F)c3ccc(O)c(O)c3O2)NC(=S)N1 (configuration not stated),0,44*,7,1,-1,-2,11,12,?
O=C(Nc1ccc(-c2cn3ccsc3n2)cc1)c1ccc(F)c(S(=O)(=O)N2CCOCC2)c1,-4,-1,-5,-4,4,0,0,-8,4.2
Cc1onc(-c2c(F)cccc2Cl)c1C(=O)Nc1nc2c(s1)CCCC2,4,-7,9,-4,0,2,2,0,-0.2
Cc1ccc2[nH]c(=O)c(CN(Cc3cccnc3)C(=S)NCCCN(C)C)cc2c1,6,-2,0,3,-1,5,0,2,-1.7
CC(=O)c1ccc(C(=O)NC2CC(C)(C)Cc3c2cnn3-c2ccccc2)cc1 (configuration not stated),3,-1,8,0,0,3,1,2,0.9
COC(=O)c1cn(C(=O)c2ccc(Cl)cc2)c2ccccc12,-1,-6,-3,-1,0,2,7,10,-1.4

This is a subset. The share of hits here may be higher or lower than overall.
